# Compound activity from PubChem BioAssay.
# AP ELISA ortho: alternative pathway complement inhibition, orthogonal assay; 62,000 compounds, 0.08% hits; inhibition, % at 5 µM; Human serum alternative complement pathway, LPS-coated ELISA, C3 deposition; tested in compound mixtures;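 active = inhibition above 30% in each of the two pooled mixtures holding the compound, so the lower value exceeds 30%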;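 also: 0% = serum in Mg-EGTA without compound and 100% = EDTA serum blank; some compounds past the cut are filed as inactive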
#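 Test system: human serum alternative complement pathway, C3 deposition on LPS-coated wells; also added: Plate-bound LPS; doses: 5 µM per compound in ten-compound mixtures; schedule: 1 h at 37 °C; detection: Anti-C3 ELISA, OD 450 nm; evaluation: percent inhibition of C3 deposition onto LPS; repeats: two pool placements per compound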
# FXIIa mix inh: blocks human factor XIIa in pooled compound mixtures. P00748. purified FXIIa, fluorogenic substrate. inhibition, % at 5 µM. 62,000 compounds, 0.2% hits. AID 684;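 also: 0% = enzyme without compound and 100% = no enzyme blank; some results filed as inactive read as strong as hits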
# FXIa mix inh: inhibitors of human coagulation factor XIa, pooled mixtures; purified FXIa, fluorogenic substrate; P03951; inhibition, % at 5 µM; 62,000 compounds, 0.19% hits; AID 680;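 also: each value is inhibition by a whole ten-compound pool holding the compound; 0% = enzyme with no mixture and 100% = wells lacking enzyme; strong numbers were not always called active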
# MMP13 inh: blocks human MMP13 activity; P45452; MMP-13 fTHP FRET cleavage, Mca fluorescence; inhibition, % at 4 µM; 65,000 compounds, 0.07% hits; AID 570;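 active = inhibition above the mean of compound-free control plate wells plus 3 SD, cut at about 14% in these data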;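 also: 0% = DMSO wells and 100% = wells with reference MMP-13 inhibitor after basal subtraction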
# A340 absorber: absorbance at 340 nm | fold change at 10 µM | AID 708 | compound absorbance at 340 nm, fold over control | 65,000 tested, under 10 active;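 active = at 10 µM dose, initial 340 nm absorbance at least 2 fold that of control wells; inactive = change under 2 fold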;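 also: initial absorbance extrapolated from kinetic A340 decline of NADH oxidation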
# Cdc25B inh: inhibitors of human Cdc25B phosphatase. recombinant Cdc25B, OMFP fluorescence Ex485/Em525. inhibition, %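 (compounds tested at 10 µM final in the well)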. 65,000 compounds, 0.1% hits. P30305; in the data active = inhibition above about 50%
# JNK3 blocker: blocks human JNK3 kinase activity; P53779; purified JNK3 kinase activity, HTS; inhibition, % at 8 µM; 60,000 compounds, 0.61% hits; in the data active = inhibition above about 17%;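 also: 0% = DMSO and 100% = reference inhibitor; many of its hits are not listed in these tables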
# Target sequence (P53779 whole entry, looked up): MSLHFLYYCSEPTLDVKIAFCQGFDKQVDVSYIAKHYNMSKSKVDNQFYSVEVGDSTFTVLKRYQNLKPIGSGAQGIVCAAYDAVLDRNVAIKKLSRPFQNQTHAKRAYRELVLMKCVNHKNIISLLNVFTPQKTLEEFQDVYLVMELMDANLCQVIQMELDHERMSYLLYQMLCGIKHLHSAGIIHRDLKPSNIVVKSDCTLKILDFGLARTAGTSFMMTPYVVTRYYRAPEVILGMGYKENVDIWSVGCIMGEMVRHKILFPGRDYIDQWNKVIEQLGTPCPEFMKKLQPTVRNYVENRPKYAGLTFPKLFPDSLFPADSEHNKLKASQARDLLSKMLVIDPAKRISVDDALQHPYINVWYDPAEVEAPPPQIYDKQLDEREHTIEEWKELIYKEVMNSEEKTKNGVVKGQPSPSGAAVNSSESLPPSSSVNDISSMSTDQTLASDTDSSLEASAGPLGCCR
# Hsp90 block: displaces geldanamycin probe from tumor Hsp90; P07900; NCI-N417 lysate Hsp90, Cy3B-geldanamycin FP displacement; inhibition, % at 30 µM; 64,000 compounds, 0.35% hits; AID 429;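 active = inhibition above 50%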;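 also: 0% = tracer plus lysate wells and 100% = tracer alone without lysate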
# DUSP1 inh: inhibitors of human MKP-1 phosphatase. inhibition, %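 (compounds tested at a single concentration somewhere between 10 and 100 µM)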. recombinant MKP-1, OMFP hydrolysis fluorescence. 65,000 compounds, 0.15% hits;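 active = inhibition above about 50%, limit read from the data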;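 also: 0% = DMSO max control wells and 100% = wells with enzyme stopped by NaOH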
# Target sequence (P28562 whole entry, looked up): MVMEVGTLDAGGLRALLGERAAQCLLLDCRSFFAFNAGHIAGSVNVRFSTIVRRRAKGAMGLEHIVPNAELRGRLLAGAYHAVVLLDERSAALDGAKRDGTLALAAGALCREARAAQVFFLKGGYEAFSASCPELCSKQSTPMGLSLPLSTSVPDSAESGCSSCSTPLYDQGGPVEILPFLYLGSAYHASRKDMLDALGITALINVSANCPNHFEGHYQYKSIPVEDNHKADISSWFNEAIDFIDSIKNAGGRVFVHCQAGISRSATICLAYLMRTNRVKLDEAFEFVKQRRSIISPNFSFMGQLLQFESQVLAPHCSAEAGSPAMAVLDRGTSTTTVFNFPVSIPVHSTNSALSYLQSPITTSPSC
# Numbers without * were called inactive; i = inactive; . = no result given; [ ] = remark or other dose. Rule as the data show it, unless noted: active = inhibition above about 20% (passing the limit was not always enough); inactive = the rest. An unsorted share of the library, and some 1.5% of all compounds hit somewhere here.
# Start of the data: the first two entries, ahead of the listing:
SMILES,AP ELISA ortho,FXIIa mix inh,FXIa mix inh,MMP13 inh,A340 absorber,Cdc25B inh,JNK3 blocker,Hsp90 block,DUSP1 inh
CCCC(C)C(=O)Nc1ccc(C(N)=O)cc1 (stereo not given),16,-1,6,-1,1,-2,8,-3,3
Cc1ccccc1SCC(=O)NC1CCOC1=O (stereo not given),9,5,13,5,1,5,-7,1,-4

# The list itself, from the first entry:
SMILES,AP ELISA ortho,FXIIa mix inh,FXIa mix inh,MMP13 inh,A340 absorber,Cdc25B inh,JNK3 blocker,Hsp90 block,DUSP1 inh
CCCC(C)C(=O)Nc1ccc(C(N)=O)cc1 (stereo not given),16,-1,6,-1,1,-2,8,-3,3
Cc1ccccc1SCC(=O)NC1CCOC1=O (stereo not given),9,5,13,5,1,5,-7,1,-4
C[C@H](NC(=O)OC(C)(C)C)c1nnc(SCC(=O)Nc2ccc(Br)cc2)o1,13,1,4,1,1,6,4,-3,13
COc1ccc(CN2CC(C(=O)NCCC3=CCCCC3)CC2=O)cc1 (stereo not given),3,4,3,-4,1.1,-5,1,5,-3
Cc1ccc(NC(=O)c2ccco2)c(NC(=O)c2cccs2)c1,8,2,-4,1,1,-7,-3,0,-7
CC(=O)Nc1ccc(Nc2nc(C)nc3c2oc2ccccc23)cc1,9,5,4,-5,1.1,-14,0,3,9
COC(=O)c1cc(-c2c(C)nn(-c3ccccc3)c2C)n[nH]1,9,12,-2,0,0.99,4,0,1,12
Cc1csc(SCC(=O)Nc2nc3ccccc3s2)n1,9,13,5,0,1,-9,4,-6,26
O=C1CC(N2CCN(Cc3ccc4c(c3)OCO4)CC2)C(=O)N1c1ccccc1 (stereo not given),-6,4,0,0,1.1,-22,0,2,-8
CCOc1cccc(-c2nn3c(-c4ccco4)nnc3s2)c1,.,.,.,-1,1,10,8,-1,-14
CCOC(=O)c1csc(NC(=O)c2ccc(S(=O)(=O)N(C)C)cc2)n1,13,7,3,-2,1.1,-5,.,.,11
CCCSc1nc2c(c(=O)[nH]c(=O)n2C)n1Cc1ccc(C)cc1,-1,-15,7,1,1,5,-6,-6,29
CC(C)NC(=O)CSc1nc2ccccc2c(=O)n1CCCOC(C)C,8,3,5,-6,1,-5,5,1,-3
COc1ccc(CCc2nc(-c3ccc(-n4cccc4)cc3)no2)cc1,16,3,10,5,1,-16,-7,-2,-3
CCOc1ccc(C2N(c3ccc(Cl)cc3)C(=O)C3CCCN32)cc1OC (stereo not given),8,2,4,3,1,-1,2,-9,2
Cc1ccc(C(=O)CC2(O)C(=O)N(CN3CCOCC3)c3ccccc32)cc1 (stereo not given),16,73*,9,3,1,9,3,-7,-3
CCCCS(=O)(=O)NC1=NCN(CCOC(=O)c2ccccc2)CN1,7,0,9,3,0.99,-2,-2,1,0
C=CCc1cccc2cc(C(=O)NC(C)(C)C)c(=O)oc12,10,7,12,1,1.1,-4,1,-1,-1
CCCn1c(N2CCN(CC(=O)c3c[nH]c4ccccc34)CC2)nc2c1c(=O)[nH]c(=O)n2C,7,-14,3,4,1.1,-4,1,-10,27
COc1ccc(CCNC(=O)CSc2nnc(CNC(=O)c3ccccc3F)o2)cc1OC,9,4,-4,0,1.1,2,.,-5,5
CC(C)N(Cc1cc2ccccc2[nH]c1=O)C(=O)C(C)(C)C,21,8,8,-3,1,-5,-5,-3,25
CCOc1ccc2[nH]c(=O)c(CN(CC3COCCO3)C(=O)c3ccco3)cc2c1 (stereo not given),6,5,12,-31,1,-4,5,-1,19
C/C(=C\C(=O)c1ccc(Br)cc1)N1CCCCC1,10,1,-6,-1,1.2,-8,8,0,-17
CC(C)(C)N1C(=O)Cc2c1nc(N)c1c(N)nc(N3CCCCC3CO)c(C#N)c21 (stereo not given),6,1,7,-35,1,0,-10,-5,53*
O=C(NC1CCCCC1)N1CCC(n2cnc3ccccc32)CC1,0,-5,4,-3,1,-13,0,0,21

# A few values from above:
# JNK3 blocker with `CC(C)NC(=O)CSc1nc2ccccc2c(=O)n1CCCOC(C)C` stands at 5
# MMP13 inh with `CC(C)(C)N1C(=O)Cc2c1nc(N)c1c(N)nc(N3CCCCC3CO)c(C#N)c21` (stereo not given) stands at -35
# AP ELISA ortho with `COc1ccc(CN2CC(C(=O)NCCC3=CCCCC3)CC2=O)cc1` (stereo not given) stands at 3
# JNK3 blocker with `CCCn1c(N2CCN(CC(=O)c3c[nH]c4ccccc34)CC2)nc2c1c(=O)[nH]c(=O)n2C` stands at 1

# (listing goes on)
SMILES,AP ELISA ortho,FXIIa mix inh,FXIa mix inh,MMP13 inh,A340 absorber,Cdc25B inh,JNK3 blocker,Hsp90 block,DUSP1 inh
COc1ccccc1N1CCN(c2cc(=O)n(-c3ccc(Br)cc3)c(=O)[nH]2)CC1,9,-2,5,4,0.97,-7,.,-3,-6
CN(C)C(=O)c1nc(C#N)c(N(C)C)o1,8,8,4,-2,1.1,-4,-2,-1,16
CS(=O)(=O)N(CC(=O)N1CCOCC1)Cc1ccccc1,15,2,7,-7,1,2,-2,-1,2
O=C1c2ccccc2S(=O)(=O)N1Cc1nnc(-c2ccccc2Br)o1,-2,-14,12,0,1,-6,-2,-1,1
COc1ccc(C(=O)NCCSCc2ccco2)cc1OC,3,6,8,7,1,-18,5,0,-4
COCCNC(=O)c1c(N)n(CCC2=CCCCC2)c2nc3ccccc3nc12,8,3,-2,-137[fluorescence artefact?],1,23,9,-9,26
CC(=O)c1ccc(OCCCC(=O)N2CCN(S(=O)(=O)c3cccs3)CC2)cc1,21,11,2,9,0.99,5,-5,-2,35
O=C1CC(C(=O)N2CCN(c3ccc(F)cc3)CC2)CN1CCc1ccccc1 (stereo not given),12,6,-8,1,1,0,9,-2,6
CCOC(=O)C1CCCN(C(=O)Cc2c(F)cccc2Cl)C1 (stereo not given),3,1,-5,5,1,-2,-6,-2,13
COc1cccc(-n2ccnc2SCC(=O)Nc2ccccc2)c1,-2,-35,-10,-1,0.97,3,2,0,1
C/C(=C\C(=O)c1ccc(F)cc1)Nc1ccc(N2CCOCC2)cc1,12,-12,11,1,1.1,-6,1,-8,22
CCc1ccc(C2CC(c3cccc(Cl)c3)n3nc(N)nc3N2)cc1 (stereo not given),10,-16,-1,-11,1,-4,6,-1,13
CC(=O)c1c(C)[nH]c(C(=O)OCCCCN2C(=O)c3ccccc3C2=O)c1C,-4,7,-6,-1,1,-6,9,-3,-1
CN(C)CCCn1c(N)c(C#N)c2nc(C#N)c(C#N)nc21,3,1,4,-84[fluorescence artefact?],1,-9,1,-3,2
CN(CC(=O)N1CCN(c2ccccc2)CC1)S(=O)(=O)c1cnc[nH]1,15,6,4,1,1,-12,1,-3,-4
O=C1[C@@H]2[C@H](Cc3ccc(O)cc3)N[C@]3(C(=O)Nc4ccccc43)[C@@H]2C(=O)N1c1ccc(F)cc1,7,-16,-20,4,1,5,-4,-3,-4
Cc1cccc2cc(CN(Cc3cccs3)C3(c4nnnn4C4CCCC4)CCCC3)c(=O)[nH]c12,9,1,-1,2,1,9,-1,3,15
O=P(O)(CCc1ccccc1)CN1CCCCC1,-6,1,-4,-3,0.99,0,2,-5,-4
CCOC(=O)Cc1csc(NC(=O)c2csc(C)c2)n1,-7,4,-2,-10,1,-6,6,-4,20
COc1ccc(Cl)cc1-c1nc(-c2ccc(NC(=O)c3ccncc3)cc2)no1,.,.,.,0,1.1,8,2,-10,6
O=C(c1cc2c(s1)-c1ccccc1OC2)N1CCCC1,4,9,-31,i[fluorescence artefact?],1.2,2,-4,-4,-7
O=C(c1ccc(CS(=O)(=O)c2c(Cl)cccc2Cl)o1)N1CCN(c2ccccn2)CC1,14,4,6,0,1,-8,0,-2,9
COc1ccc(N(C)S(=O)(=O)c2c(C)[nH]c(=O)[nH]c2=O)cc1,-3,18,1,3,1,-15,3,-1,-15
O=C(OCc1c(F)cccc1Cl)c1cnccn1,9,0,34,3,1.1,2,2,0,8
COc1ccc(Nc2ncnc3c2oc2ccccc23)cc1,3,8,-1,10,1.1,-25,5,0,2
Cn1c(Cn2c(=O)sc3ccccc32)nnc1SCC(=O)NCc1ccccc1,21,-4,6,0,1,-9,5,0,12
Cc1cc(NC(=O)c2cccc(S(=O)(=O)N3CC(c4ccccc4)CC3=O)c2)no1 (stereo not given),11,2,-6,0,0.98,-12,0,-3,-3

# 7 compounds already listed, ordered by count of non-hydrogen atoms, lowest first.
SMILES,AP ELISA ortho,FXIIa mix inh,FXIa mix inh,MMP13 inh,A340 absorber,Cdc25B inh,JNK3 blocker,Hsp90 block,DUSP1 inh
CN(C)C(=O)c1nc(C#N)c(N(C)C)o1,8,8,4,-2,1.1,-4,-2,-1,16
O=C(OCc1c(F)cccc1Cl)c1cnccn1,9,0,34,3,1.1,2,2,0,8
CCOC(=O)Cc1csc(NC(=O)c2csc(C)c2)n1,-7,4,-2,-10,1,-6,6,-4,20
CS(=O)(=O)N(CC(=O)N1CCOCC1)Cc1ccccc1,15,2,7,-7,1,2,-2,-1,2
COc1ccc(N(C)S(=O)(=O)c2c(C)[nH]c(=O)[nH]c2=O)cc1,-3,18,1,3,1,-15,3,-1,-15
O=C1c2ccccc2S(=O)(=O)N1Cc1nnc(-c2ccccc2Br)o1,-2,-14,12,0,1,-6,-2,-1,1
CC(=O)c1c(C)[nH]c(C(=O)OCCCCN2C(=O)c3ccccc3C2=O)c1C,-4,7,-6,-1,1,-6,9,-3,-1

# Given with two lines to a compound: part of the list above
# Values run as follows: AP ELISA ortho	FXIIa mix inh	FXIa mix inh	MMP13 inh	A340 absorber	Cdc25B inh	JNK3 blocker	Hsp90 block	DUSP1 inh
> COCCNC(=O)c1c(N)n(CCC2=CCCCC2)c2nc3ccccc3nc12
→ 8	3	-2	-137[fluorescence artefact?]	1	23	9	-9	26
> CC(=O)c1ccc(OCCCC(=O)N2CCN(S(=O)(=O)c3cccs3)CC2)cc1
→ 21	11	2	9	0.99	5	-5	-2	35
> O=C1CC(C(=O)N2CCN(c3ccc(F)cc3)CC2)CN1CCc1ccccc1 (stereo not given)
→ 12	6	-8	1	1	0	9	-2	6
